Compound activity (PubChem)
IL2 activator: qHTS of IL-2 Activators | IL-2 activation reporter assay, cell-based qHTS; stimulated with anti-CD3/CD4/CD28 beads; in transgenic mouse T cells | activation, % (series mostly up to about 46 µM) | 360,000 tested, 0.065% active | AID 652025, 2013; in the data active = activation above about 50%; inconclusive = mostly about 30% to 49%; also: 0% is about no effect
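Quantitative HTS in unstimulated transgenic mouse T cells, with memory T cells as non-tolerant control and PMA/ionomycin as tolerance-bypass control. Compound pretreatment lasted 60 minutes before 18 h bead stimulation; EGFP/DsRed fluorescence read.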
EPAC1 antag: qHTS for Antagonist of cAMP-regulated guanine nucleotide exchange factor 3 (EPAC1): primary screen; EPAC1 GEF assay, Rap1b-BODIPY-GDP exchange fluorescence; 360,000 tested, 0.14% active; Rap guanine nucleotide exchange factor 3 (Homo sapiens), O95398; Potency, µM (top dose mostly 115 µM), without a hit: at the top dose activity change, negative = inhibition, actives largely listed as inhibitors;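 also: potency is read from the fitted curve at half-maximal effect; plate controls were vehicle for no effect and positive control for full effect; nearly all actives have a fitted effect of over 50% in size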
EPAC1 agonist: qHTS for Agonist of cAMP-regulated guanine nucleotide exchange factor 3 (EPAC1): primary screen; Rap guanine nucleotide exchange factor 3 (Homo sapiens), O95398; EPAC1 agonist qHTS, biochemical assay; response scale: 100% = response to 6.5 mM cAMP; Potency, µM (series often up to 154 µM), without a hit: at the highest dose activation, usual class: activators; 360,000 tested, 0.073% active; AID 720707, 2013; also: potency is read from the fitted curve at half-maximal effect; nearly all actives have a fitted effect of over 60% in size
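Compounds were pinned as a concentration titration into mixtures of EPAC1 (100 nM), BODIPY-GDP-loaded Rap1B (250 nM) and GDP (50 uM). After 5 min at room temperature, fluorescence was followed for 30 min; activity was scaled to 6.5 mM cAMP.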
aSyn rescue: qHTS of alpha-syn Inhibitors; Potency, µM (titrated, usually from 46.1 µM), without a hit: top-dose growth rescue (activation), usual class: activators; AID 652106, 2013; 370,000 tested, 0.14% active; Yeast expressing alpha-synuclein, growth rescue, BacTiter-Glo, 24 h; also: potency is read from the fitted curve at half-maximal effect; % of control where 0% means no effect; nearly all actives have a fitted effect of over 65% in size
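Readout is rescue of growth in alpha-synuclein-expressing yeast, so inhibitors of toxicity appear as activators. Growth after 24 hr at 30 deg C in galactose medium is quantified by luminescence.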
WRN helicase inh: qHTS for Inhibitors of WRN Helicase. WRN helicase unwinding, fluorescent forked duplex, kinetic. AID 651768, 2012. Potency, µM (doses to about 114 µM), for the others: at the highest dose activity change, negative = inhibition, actives largely listed as inhibitors. 360,000 tested, 0.46% active. Bifunctional 3'-5' exonuclease/ATP-dependent helicase WRN (Homo sapiens), Q14191; also: potency is read from the fitted curve at half-maximal effect; % is scaled to controls: 0 for no effect and ±100 for the full control effect; nearly all actives have a fitted effect of over 55% in size
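WRN at 20 nM final preincubated with compound 15 min at room temperature; reaction started with 100 nM fluorophore/quencher forked duplex oligonucleotide and 2 mM ATP final. Unwinding followed kinetically by red fluorescence (ex 525, em 598 nm).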
PLK1 PBD block: qHTS for Inhibitors of PLK1-PDB (polo-like kinase 1 - polo-box domain): Primary Screen; Potency, µM, inactives show max response, negative = inhibition, actives largely listed as inhibitors; 360,000 tested, 2.8% active; Plk1 PBD binding of FITC phosphopeptide, fluorescence polarization; also: potency is read from the fitted curve at half-maximal effect; series mostly up to about 57 µM; % is scaled to controls: 0 for no effect and ±100 for the full control effect; nearly all actives have a fitted effect of over 65% in size
Target sequence (P53350 whole entry, looked up, the tested form may be a part): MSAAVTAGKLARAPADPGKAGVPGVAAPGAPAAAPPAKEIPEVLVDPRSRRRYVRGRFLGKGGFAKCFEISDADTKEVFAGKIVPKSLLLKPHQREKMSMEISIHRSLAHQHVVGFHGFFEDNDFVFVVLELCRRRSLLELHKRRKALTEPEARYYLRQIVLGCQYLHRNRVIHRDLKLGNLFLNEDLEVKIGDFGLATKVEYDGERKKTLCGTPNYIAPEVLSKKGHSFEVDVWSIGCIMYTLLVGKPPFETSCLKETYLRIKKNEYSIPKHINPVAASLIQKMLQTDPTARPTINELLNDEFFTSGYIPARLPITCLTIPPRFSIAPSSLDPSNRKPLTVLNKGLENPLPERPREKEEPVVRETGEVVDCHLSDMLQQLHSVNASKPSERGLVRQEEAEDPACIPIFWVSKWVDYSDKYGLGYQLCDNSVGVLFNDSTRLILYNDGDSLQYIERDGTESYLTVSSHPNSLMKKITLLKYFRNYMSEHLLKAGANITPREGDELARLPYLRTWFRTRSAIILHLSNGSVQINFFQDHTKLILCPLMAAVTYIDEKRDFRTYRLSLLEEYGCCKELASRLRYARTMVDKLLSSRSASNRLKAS
Abeta yeast res: qHTS for compounds that reverse cellular toxicity of Amyloid beta (A-beta) peptide in yeast: Primary Screen. yeast expressing A-beta42, growth rescue, OD600, 48 h; response scale: 0% DMSO, 100% iron-clioquinol control. Potency, µM (top dose mostly 46.1 µM), for the others: at the top dose growth rescue, actives largely listed as activators. 410,000 tested, 0.063% active; also: potency is read from the fitted curve at half-maximal effect; nearly all actives have a fitted effect of over 55% in size
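Yeast A-beta toxicity model in growth medium with pinned compounds, 48 h at 30 C; growth read as absorbance at 600 nm. Normalized to FeCl3/clioquinol equimolar mix (positive) and DMSO (negative).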
PI5P4Ka inh: qHTS for Inhibitors of phosphatidylinositol 5-phosphate 4-kinase (PI5P4K); PI5P4Kalpha enzyme, ADP-Glo luminescence, 60 min; hits give low values; Phosphatidylinositol 5-phosphate 4-kinase type-2 alpha (Homo sapiens), P48426; 330,000 tested, 1.2% active; max response, %; AID 652105, 2013; active = max response of -50% or lower; inconclusive = between -30% and -50%; inactive = -30% or higher; also: value at the top dose of about 77 µM; % is scaled to controls: 0 for no effect and ±100 for the full control effect
Target sequence (P48426 whole entry, looked up): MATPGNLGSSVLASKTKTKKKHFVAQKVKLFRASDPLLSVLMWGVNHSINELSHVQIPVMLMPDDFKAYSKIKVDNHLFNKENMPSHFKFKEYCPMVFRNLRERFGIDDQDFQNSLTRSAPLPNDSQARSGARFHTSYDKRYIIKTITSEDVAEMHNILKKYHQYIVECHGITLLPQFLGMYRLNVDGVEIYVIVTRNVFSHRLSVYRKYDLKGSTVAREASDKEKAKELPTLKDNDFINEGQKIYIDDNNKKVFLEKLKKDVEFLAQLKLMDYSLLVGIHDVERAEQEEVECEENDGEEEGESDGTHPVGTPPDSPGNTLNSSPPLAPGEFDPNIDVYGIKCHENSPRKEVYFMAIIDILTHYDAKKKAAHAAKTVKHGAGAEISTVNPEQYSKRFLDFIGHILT
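Controls without substrate or without enzyme flank wells where PI5P4Kalpha converts substrate using 5 microM ATP (final). Incubation lasts 60 minutes at room temperature; ADP formed is read by ADP-Glo luminescence.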
FUS yeast rescue: qHTS for Suppressors of FUS Proteinopathy: Primary screen using FUS-linked yeast assay | AID 1347120, 2019 | 390,000 tested, 0.24% active | S. cerevisiae FUS-expressing, growth rescue, OD600, 24 h | Potency, µM (top dose mostly 76.6 µM), for inactives: at the top dose growth rescue (activation), hits mostly activators;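 also: potency is read from the fitted curve at half-maximal effect; plate controls were DMSO vehicle for no effect and reference control for full effect; nearly all actives have a fitted effect of over 55% in size; some results filed as inactive show a strong effect at the top dose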
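Read-out: OD at 600 nm after 24hr at 30C, reporting rescue of FUS-induced yeast toxicity. Cells at OD 0.005 in galactose (2%) minimal medium; compounds tested in a dilution series; CP55940 titration from 92uM final as control.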
* = called active by the depositor; ? = inconclusive; nt = not tested or not shown; & = joins results of further samples; [ ] = another dose, or the depositor's remark. Unless noted, calls follow the shape of the dose curve; as a rule, active = well fitted curve in the direction sought with a large enough effect; inconclusive = small, poorly fitted or top-dose-only effect, or another doubt; inactive = no such curve, though single readings can be large; an effect the other way counts as inactive or inconclusive.

SMILES | IL2 activator | EPAC1 antag | EPAC1 agonist | aSyn rescue | WRN helicase inh | PLK1 PBD block | Abeta yeast res | PI5P4Ka inh | FUS yeast rescue
Cc1cc2ncc(-c3cccc(Cl)c3)cn2n1 | 0.2 | 6.2% | -2.1% | -6.5% | 2.7% | 0.4% | -5.9% | -4.1 | -9.4%
O=C(NCCOc1ccccc1F)c1cc(F)c(F)cc1Cl | 0.0 | -7.4% | -6.2% | 0.8% | -6.8% | -0.9% | -11.5% | -1.0 | -1.7%
Cn1c2ccccc2c2nn(-c3ccccc3)c(=O)cc21 | 1.2 | -6.9% | 0.7% | 0.8% | -8.8% | -4.5% | -7.6% | nt | 14.7%
CCOC(=O)N/N=C(\C)c1ccccc1OC(F)F | 1.5 | 11.7% | -2.7% | -7.0% | 5.5% | -1.0% | 2.1% | 1.5 | 4.6%
O=C(/C=C/c1ccco1)N(Cc1cccc(F)c1)C1CCS(=O)(=O)C1 (stereo not drawn) | -4.4 | 15.6% | 10.1% | 2.5% | -4.8%[11.6 µM] | -25.9% | 5.9% | -18.7 | 15.8%
COc1cccc(NC(=O)CSc2nnnn2C2CCCCC2)c1 | -0.3 | 0.1% | -6.7% | 0.2% | -0.9% | -8.1% | -16.9% | 6.6 | 25.8%
Cc1cc(C)cc(NC(=O)COC(=O)Cn2cnc3c2c(=O)n(C)c(=O)n3C)c1 | 0.6 | -2.5% | 3.3% | -3.6% | 1.2% | -0.2% | -10.1% | 1.7 | -4.9%
O=C(NCCc1nc(-c2ccccc2Cl)no1)C1CCCCC1 | -0.3 | -10.9% | -8.5% | 14.0% | -0.9% | 0.8% | 5.0% | -1.8 | -30.5%
COCC(=O)N/N=C\c1ccc(OC/C=C/c2ccccc2)c(OC)c1 | 0.3 | -14.3% | -20.5% | -4.2% | -15.0% | -4.1% | 15.8% | 2.4 | 26.8%
O=C(COc1ccc2c3c(c(=O)oc2c1)CCC3)Nc1ccc(CCO)cc1 | -2.5 | 12.5% | 1.9% | -1.3% | -14.9%[11.6 µM] | -0.7% | 1.3% | 0.0 | 10.8%
NC(=S)NN=C1c2cc(OCCN3CCOCC3)ccc2-c2ccc(OCCN3CCOCC3)cc21 | -1.1 | 1.5% | 12.8% | 11.7% | -3.9%[57.1 µM] | -18.0% | -21.9% | -3.9 | -10.9%
CN(c1cccc(NC(=O)CN(c2cccc(Cl)c2)S(=O)(=O)c2ccc(Cl)cc2)c1)S(C)(=O)=O | 0.1 | -27.8% | 9.4% | -1.3% | -25.4% | -5.5% | 7.6% | 15.3 | nt
COCCOc1ccc(C(F)(F)F)cc1NC(=O)COC(=O)Cc1c[nH]c2ccccc12 | 1.8 | ? | -1.9% | ? | -11.7% | 7.5% | 16.1% | 5.0 | 12.5%
O=C(/C=C/c1ccc(S(=O)(=O)NCc2ccco2)cc1)NCc1cccc(Cl)c1 | 0.1 | -10.0% | 11.7% | 1.1% | -26.8% | -7.0% | 35.5% | -18.8 | nt
O=c1[nH]cnc2sc3c(c12)CCC3 | 0.6 | 15.0% | 2.1% | -0.9% | 12.5% | -4.5% | -34.0%[inhibitor] | -7.4 | 4.1%
COC(=O)C1=C(NC(=O)C(C)(C)C)CCS1 | -0.4 | 13.6% | -7.2% | -15.0% | 2.7% | 3.2% | 0.7% | -0.1 | -27.9%
Cn1nccc1C(=O)NCCN1C(=O)OC(C)(C)C1(C)O (stereo not drawn) | -0.8 | -4.6% | 1.2% | -2.7% | 3.4% | -5.1% | -4.6% | nt | 11.4%
COc1ccc(CNC(=O)CN(Cc2ccccc2)S(=O)(=O)c2ccc(Cl)cc2)cc1 | -2.4 | 7.1% | 4.3% | -6.0% | -7.3% | -4.8% | -14.4% | nt | 29.2%
O=C(O)C1=C[C@@H](c2coc3ccccc3c2=O)C[C@@H](OCc2ccc(CO)cc2)O1 | -0.1 | 3.0% | 6.0% | 0.5% | -4.8% | 3.0% | -3.5% | -5.6 | 3.3%
CC(C)CNC(=O)C1(C)CCCN1C(=O)c1ccc2ccccc2n1 (stereo not drawn) | -0.3 | 0.3% | 3.6% | 0.3% | -5.4% | -2.0% | 10.3% | -4.5 | 3.7%
CCOC(=O)C1(CC2CC2)CCN(Cc2cc(Cl)c(O)c(OC)c2)CC1 | -0.6 | 2.1% | 9.4% | 1.4% | -1.4% | -9.4% | -2.9% | -2.3 | 16.5%
CC1(C(=O)O)CCC2(C)CCC3(C)C(=CC(=O)C4C5(C)CCC(=O)C(C)(C)C5CCC43C)C2C1 (stereo not drawn) | -0.3 | 6.6% | 2.3% | 0.8% | 6.6% | -10.6% | -0.3% | 2.6 | 5.9%
C=CCn1c(N)cc(=O)nc1SCC(=O)Nc1ccccc1 | -1.2 | 0.0% | 8.5% | 1.6% | -4.6% | -0.3% | 11.3% | 11.0 | 8.6%
O=C1CC2(CCN(C(=O)c3ccccc3F)CC2)Oc2ccccc21 | -1.4 | 5.9% | -5.1% | 10.5% | 4.6% | 4.3% | 7.6% | -3.1 | 8.7%
CCOC(=O)C1=C(C)NC(C)=C(C(=O)OCC)C1c1nc2ccccc2[nH]1 | -2.4 | -15.4% | -5.0% | -4.3% | -8.3% | -3.8% | 6.8% | -3.4 | nt

Following part
SMILES | IL2 activator | EPAC1 antag | EPAC1 agonist | aSyn rescue | WRN helicase inh | PLK1 PBD block | Abeta yeast res | PI5P4Ka inh | FUS yeast rescue
CN(Cc1ccccc1)C(=O)C1CCN(S(C)(=O)=O)CC1 | 1.8 | -25.6% | 4.3% | 1.6% | 2.4%[57.1 µM] | 9.4% | -0.8% | 9.3 | -6.4%
Cc1cc(C(=O)OCC(=O)c2c(N)n(C)c(=O)n(C)c2=O)c(C)o1 | 0.6 | 13.7% | -3.7% | -9.9% | 4.4% | 1.8% | 22.5% | -3.0 | 6.9%
OCC1(Cc2ccccc2)CCN(Cc2ccc(C(F)(F)F)cc2)CC1 | 0.7 | -11.8% | -8.4% | 14.7% | -3.0% | 7.7% | 10.0% | 9.1 | -54.4%
COC(=O)CCCC(=O)Nc1c(F)c(F)c(F)c(F)c1F | 2.3 | 12.5% | 1.6% | -12.9% | -6.3% | 1.3% | 20.2% | nt | 24.5%
Cc1ccc(CN2CC(C(=O)N3CCN(S(=O)(=O)c4ccccc4)CC3)CC2=O)cc1 (stereo not drawn) | 2.6 | 11.4% | 0.1% | -9.3% | -0.3% | 0.6% | -9.5% | 0.0 | 16.5%
Cn1cccc1C(=O)NC(=O)COC(=O)c1ccc(O)cc1 | -0.1 | 9.3% | 14.8% | -0.3% | -1.5% | -5.6% | -5.0% | nt | -14.6%
CCN1C(=O)C(=O)N(CC(=O)NC(C)CCc2ccccc2)C1=O (stereo not drawn) | 0.4 | 12.2% | 7.5% | -4.8% | -1.4% | -2.9% | -1.0% | 6.6 | -15.3%
CC(NC(=O)C1CCCCC1)C(c1cccs1)N1CCN(C)CC1 (stereo not drawn) | 0.4 | -19.8% | -14.4% | 11.0% | 3.5% | -14.3% | -11.5% | 0.2 | -17.9%
COc1nc2ccc(C)cc2cc1-c1noc(-c2cccnc2)n1 | -4.8 | 2.3% | -5.8% | -12.3% | -2.1% | 0.6% | 16.0%[9.22 µM] | -0.8 | -30.1%
COc1ccc(NC(=O)CCC(=O)Nc2nnc(CC(C)C)s2)cc1Cl | -2.5 | -4.9% | -4.6% | 2.1% | -1.2% | -4.6% | 9.8% | 4.0 | -5.3%
Cc1cccc(CS(=O)(=O)c2ncc(Cl)c(C(=O)Nc3nnc(C(C)C)s3)n2)c1 | -4.8 | ? | -15.0% | 18.9% | -4.6% | ? | -10.5%&-27.8% | -12.2 | 35.8%&27.0%
COc1ccc(-c2noc(Cc3cccs3)n2)cc1 | 0.7 | 6.6% | 1.7% | -19.8% | -13.8% | -1.5% | -23.9% | 18.4 | 13.6%
Nc1cc(=O)[nH]c(SCC(=O)Nc2cccc(Cl)c2Cl)n1 | -3.7 | -23.8% | 13.1% | -5.2% | 4.0% | -11.5% | 3.6% | -12.7 | -23.4%
NC(=O)c1ncc(C(F)(F)F)cc1Oc1ccc(C(F)(F)F)cc1 | -0.5 | -13.8% | -1.3% | 1.6% | 0.3% | -8.5% | 24.9% | -6.7 | 0.0%
CCc1nnc(NC(=O)c2ccc3c(c2)C(=O)N(CC)C3=O)s1 | -0.3 | 7.2% | -8.0% | 2.2% | -0.3% | 1.7% | -4.2% | 11.2 | nt
Cn1c(C(=O)NC2CCCCC2)cc2c(=O)n(C)c3ccccc3c21 | -3.0 | 31.0% | -20.4% | 1.5% | -2.1% | -3.4% | -29.8% | 0.0 | 3.9%
CC(C)CCNC(=O)C(c1ccco1)N(Cc1ccccc1)C(=O)c1snc(C(N)=O)c1N (stereo not drawn) | -2.3 | ? | -5.7% | 1.9% | -9.5% | -2.0% | 6.1% | nt | 32.2%

Reprinted at random: 2 entries already listed
SMILES | IL2 activator | EPAC1 antag | EPAC1 agonist | aSyn rescue | WRN helicase inh | PLK1 PBD block | Abeta yeast res | PI5P4Ka inh | FUS yeast rescue
COCC(=O)N/N=C\c1ccc(OC/C=C/c2ccccc2)c(OC)c1 | 0.3 | -14.3% | -20.5% | -4.2% | -15.0% | -4.1% | 15.8% | 2.4 | 26.8%
O=C(NCCOc1ccccc1F)c1cc(F)c(F)cc1Cl | 0.0 | -7.4% | -6.2% | 0.8% | -6.8% | -0.9% | -11.5% | -1.0 | -1.7%
